Sm TGR block = qHTS Assay for the Inhibitors of Schistosoma Mansoni Peroxiredoxins | purified TGR, DTNB reduction, TNB absorbance 405 nm | Potency, µM (titrated, usually from 114 µM), without a hit: at the top dose activity change, negative = inhibition, actives largely listed as inhibitors | 360,000 compounds, 3% hits | AID 485364, 2010; further: potency means the concentration at half of the fitted maximal effect; nearly all actives have a fitted effect of over 60% in size
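TGR 20 nM + NADPH 100 uM (dispensed conc.), cpd preinc 15 min RT; start with NADPH (500 uM addition) then DTNB (15 mM addition). Kinetic TNB absorbance, 405 nm filter. Four-parameter Hill fit across titration.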
AmpC inh no detg = qHTS Inhibitors of AmpC Beta-Lactamase (assay without detergent); AmpC nitrocefin hydrolysis, absorbance 480 nm, 0.0001% Triton; Potency, µM (top dose mostly 57.1 µM), for the others: at the top dose activity change, negative = inhibition, actives largely listed as inhibitors; 330,000 compounds, 0.52% hits;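 further: potency means the concentration at half of the fitted maximal effect; plate controls were no compound for no effect and no enzyme for full effect; nearly all actives have a fitted effect of over 20% in size; some results filed as inactive show a strong effect at the top dose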
Target sequence (P00811 whole entry, looked up): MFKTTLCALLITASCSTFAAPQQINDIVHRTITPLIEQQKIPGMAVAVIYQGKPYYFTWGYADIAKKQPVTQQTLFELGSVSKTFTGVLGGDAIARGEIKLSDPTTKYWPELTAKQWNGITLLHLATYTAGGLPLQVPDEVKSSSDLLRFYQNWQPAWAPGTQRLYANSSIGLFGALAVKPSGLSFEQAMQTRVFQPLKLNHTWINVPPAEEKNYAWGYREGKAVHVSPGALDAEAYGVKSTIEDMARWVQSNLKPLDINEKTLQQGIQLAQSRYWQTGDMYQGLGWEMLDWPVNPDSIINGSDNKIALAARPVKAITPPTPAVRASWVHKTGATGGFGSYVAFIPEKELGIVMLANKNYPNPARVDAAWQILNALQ
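20 mM phosphate pH 7.0 + 0.01% (detergent screen) or 0.0001% Triton X-100; 5.3 nM AmpC reagent; cpd preinc 15 min RT; nitrocefin (800 uM stock) to start; A480 q20 s × 4 min; Activity was normalised to no-enzyme and no-compound control wells.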
AmpC inh detg = qHTS Inhibitors of AmpC Beta-Lactamase (assay with detergent). P00811. AmpC hydrolysis of nitrocefin, absorbance 480 nm, 0.01% Triton. Potency, µM (highest dose often 114 µM), for inactives: at the highest dose activity change, negative = inhibition, actives largely listed as inhibitors. 370,000 compounds, 0.041% hits;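 further: potency means the concentration at half of the fitted maximal effect; 0% = no-compound wells and -100% = no-enzyme wells; nearly all actives have a fitted effect of over 25% in size; some results filed as inactive show a strong effect at the top dose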
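AmpC (5.3 nM in the dispensed reagent) in 20 mM phosphate pH 7.0 with 0.01% (detergent screen) or 0.0001% Triton X-100 was preincubated with compounds for 15 min at room temperature. Nitrocefin was then added from an 800 uM solution, and hydrolysis was followed at 480 nm.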
HCMV antiviral = qHTS Assay for inhibitors of the human cytomegalovirus (HCMV); HFF cells, HCMV-luciferase reporter, 72 h; stronger effect = lower value; activity change, negative = inhibition, % at 57.5 µM; 410,000 compounds, 4.5% hits; AID 1259415, 2018; in the data active means activity change below about -60%; inconclusive means no clear call, values can overlap the other calls; inactive means above about -39%
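Cell-based, HFFs, 1000 cells/well, 16 h 37C; cpds in DMSO + HCMV-luc, MOI 1 PFU/cell; 72 h 37C; OneGlo luminescence after 5 min RT; norm. to buffer vs Salinomycin 10uM.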
TbPYK inhibitor = qHTS of Trypanosoma Brucei Inhibitors | 410,000 compounds, 0.12% hits | TbPYK enzyme, Kinase-Glo Plus ATP luminescence, 45 min | Potency, µM (top dose mostly 76.8 µM), for the others: at the top dose activity, negative = inhibition, hits mostly inhibitors; further: potency means the concentration at half of the fitted maximal effect; nearly all actives have a fitted effect of over 50% in size
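Quantitative HTS: titrated library compounds versus trypanosomal pyruvate kinase in TEA buffer (pH 7.2) containing KCl, MgCl2, BSA and Tween-20. Reactions were initiated with ADP, 130 uM final. Kinase-Glo Plus luminescence was read after 45 min at RT.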
LmPK inh = qHTS Assay for Inhibitors of Leishmania Mexicana Pyruvate Kinase (LmPK). purified LmPK, Kinase-Glo ATP luminescence, 1 h. Potency, µM (titrated, usually from 57.5 µM), for the others: top-dose activity change, negative = inhibition, most hits filed as inhibitors. 290,000 compounds, 0.37% hits. AID 1721, 2009; further: potency means the concentration at half of the fitted maximal effect
Target sequence (Q27686 whole entry, looked up): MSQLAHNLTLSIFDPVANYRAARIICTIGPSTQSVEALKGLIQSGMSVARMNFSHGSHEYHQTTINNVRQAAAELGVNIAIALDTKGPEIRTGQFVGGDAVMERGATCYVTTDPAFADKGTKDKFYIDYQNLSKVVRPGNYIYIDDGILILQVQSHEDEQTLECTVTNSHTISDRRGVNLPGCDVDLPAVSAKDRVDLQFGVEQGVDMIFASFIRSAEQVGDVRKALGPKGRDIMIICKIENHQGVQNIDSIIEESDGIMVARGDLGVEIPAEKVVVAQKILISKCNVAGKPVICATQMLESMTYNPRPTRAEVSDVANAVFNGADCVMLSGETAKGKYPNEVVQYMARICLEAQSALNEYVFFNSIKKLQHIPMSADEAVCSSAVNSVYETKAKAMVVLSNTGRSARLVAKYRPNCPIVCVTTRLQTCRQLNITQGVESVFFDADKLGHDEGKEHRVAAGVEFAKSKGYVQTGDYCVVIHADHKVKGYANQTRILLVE
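Kinase-Glo luminescence read after 1 h RT reaction of 0.1 nM LmPK with 0.5 mM PEP and 0.1 mM ADP. Activity scaled between uninhibited and enzyme-free controls.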
AMA1-RON2 inh = qHTS for Inhibitors of AMA1-RON; Towards Development of Antimalarial Drug Lead: Primary Screen; AlphaScreen AMA1-biotinylated RON2 peptide binding; 360,000 compounds, 0.2% hits; Plasmodium falciparum AMA1 (3D7) - RON2 peptide interaction; Potency, µM (top dose mostly 58.2 µM), inactives show at the highest dose activity change, negative = inhibition, actives largely listed as inhibitors;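 further: potency means the concentration at half of the fitted maximal effect; 0% = vehicle wells and -100% = peptide control; nearly all actives have a fitted effect of over 45% in size; some results filed as inactive show a strong effect at the top dose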
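AMA1 (3D7) with his tag at 25 nM final met compounds first, then biotinylated RON2 peptide at 25 nM; detection used donor plus acceptor beads, 10 µg/mL apiece, read by AlphaScreen after 30 min at room temperature.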
The depositor's hits bear a star; u = inconclusive; x = not tested or not shown; [ ] = remark or other dose. Unless noted, the call rests on the fitted dose curve; in most records, active means well fitted curve in the direction sought with a large enough effect; inconclusive means small, poorly fitted or top-dose-only effect, or another doubt; inactive means no such curve, though single readings can be large; an effect the other way counts as inactive or inconclusive. Unless noted, on the % scale 0 is the no-effect control and ±100 the full control effect. Rows are unselected; any-hit rate near 7.4%.

SMILES	TbPYK inhibitor	AMA1-RON2 inh	AmpC inh no detg	Sm TGR block	HCMV antiviral	LmPK inh	AmpC inh detg
CCS(=O)(=O)c1ccc2oc(Nc3cc(C)cc(C)c3)nc2c1	-3.0%	-6.2%	-11.8%	4.8%	-23.9	0.5%	-2.3%
CC1CCCN(Cc2cccc(Oc3ccccc3)c2)C1 (stereo not given)	2.6%	-3.2%	-4.9%	5.8%	-98.1*	-0.6%	2.8%
O=C(NCc1cccs1)c1nn(-c2ccccc2Cl)nc1CO	5.0%	x	x	5.4%	-23.1	x	16.9%
COc1cc(CC(NC(C)=O)C(=O)NC2CCN(C(=O)c3cc(OC)c(OC)c(OC)c3)CC2)cc(OC)c1 (stereo not given)	2.2%	10.4%	-18.9%	4.4%	-21.3	8.4%	-5.5%
CCN1CCN(C(=O)C2CCN(Cc3nc(-c4cccc(Cl)c4)oc3C)CC2)CC1	-3.4%	6.7%	118.1%[activator]	0.0%	-26.3	3.0%	u
COc1cc(/C=C(/C#N)C(=O)NCCCc2ccccc2)ccc1OCC(=O)O	8.2%	7.7%	-18.5%	-4.5%	20.0	-2.6%	u
CC(C)Cn1c(=O)c2sccc2n2c(CCCC(=O)NC3CCCCC3)nnc12	0.6%	x	x	6.8%	u	x	6.6%
COc1ccc(OC)c(/C=N/N2CCN(c3ccc(Cl)cc3)CC2)c1	2.6%	-6.5%	-10.2%	17.5%	x	-5.2%	1.8%
C=Cn1ccnc1P(=S)(c1ccccc1)c1nccn1C=C	-14.2%	-2.9%	122.5%[activator]	9.7%	-25.1	-0.3%	2.8%
CCOC(=O)/C(N=Nc1sc(C(=O)OC)c(C)c1C(=O)OCC)=C(\O)CCl	0.5%	-0.6%[2.32 µM]	-23.3%	u	-12.2	-2.6%	-0.1%
O=C(O)C(Cc1ccccc1[N+](=O)[O-])N1C(=O)c2ccccc2C1=O (stereo not given)	-2.6%	6.5%	x	x	-8.9	x	x
CC(C)(C)C(=O)c1cn(CC(=O)NCc2ccco2)c2ccccc12	-5.1%	-11.6%	-19.0%	x	46.9	0.0%	0.8%
CCc1ccc(N(C(=O)CCC(=O)Nc2cc(C)on2)C(C(=O)NC(C)(C)C)c2ccc(OC)cc2)cc1 (stereo not given)	-9.0%	36.8%[activator]	76.7%[activator]	-1.3%	u	13.2%	u
CCCN(CCC)CCCNC(=O)C1CCN(S(=O)(=O)CC)CC1	2.6%	x	x	-8.2%	21.4	x	-4.4%
CCC(Sc1nc2ccsc2c(=O)n1Cc1ccc(C(=O)O)cc1)C(=O)Nc1ccc(C)c(Cl)c1 (stereo not given)	5.9%	-5.7%	8.91µM*	-5.8%	-26.4	-2.1%	-0.8%
COc1ccc(S(=O)(=O)N2CC(C)OC(C)C2)cc1C(=O)N1CCCCC1 (stereo not given)	-10.0%	-1.5%	15.5%	0.6%	22.8	-2.0%	-7.8%
Oc1c(Br)cc(C2N=C(c3ccccc3)NO2)cc1Br (stereo not given)	u	0.0%	-20.2%	50.1µM*	162.4	-8.0%	-7.0%
Cc1ccc2c(c1)-c1c(ssc1=S)C(C)(C)N2C(=O)c1ccco1	u	-12.2%	-4.8%	-5.0%	u	6.5%	u
CN1CCN(C(=O)c2cc(=O)c3cc(Cl)ccc3o2)CC1	-4.1%	0.9%	-12.8%	-2.3%	u	1.0%	1.8%
O=C(CSc1nnc(-c2ccc(OC(F)F)cc2)o1)NCc1cccs1	0.5%	-2.6%	2.4%	-7.8%	16.8	-0.7%	u

Pulled by structure from the entries so far (2):
SMILES	TbPYK inhibitor	AMA1-RON2 inh	AmpC inh no detg	Sm TGR block	HCMV antiviral	LmPK inh	AmpC inh detg
O=C(CSc1nnc(-c2ccc(OC(F)F)cc2)o1)NCc1cccs1	0.5%	-2.6%	2.4%	-7.8%	16.8	-0.7%	u
CCC(Sc1nc2ccsc2c(=O)n1Cc1ccc(C(=O)O)cc1)C(=O)Nc1ccc(C)c(Cl)c1 (stereo not given)	5.9%	-5.7%	8.91µM*	-5.8%	-26.4	-2.1%	-0.8%

(cont.)
SMILES	TbPYK inhibitor	AMA1-RON2 inh	AmpC inh no detg	Sm TGR block	HCMV antiviral	LmPK inh	AmpC inh detg
COc1ccc(-n2nc(C(=O)NCC(=O)NCc3ccco3)c3ccccc3c2=O)cc1Cl	3.3%	-0.6%	1.1%	u	-5.7	1.1%	0.3%
Cc1ccc(NC2SC(=O)N(Cc3cccc(C(=O)O)c3)C2=O)cc1 (stereo not given)	-18.2%	12.2%	-3.5%	-7.3%	19.7	-1.6%	-7.5%
Cc1ccc(-c2nnn3c2nc(Cl)c2ccccc23)cc1	-1.0%	6.5%	-16.1%	1.0%	18.0	6.7%[11.5 µM]	4.0%
CCOc1cc(OCC)nc(S(C)(=O)=O)n1	-1.4%	4.3%	-2.5%	5.2%	6.9	1.2%	-2.4%
CCOc1cc(C(=O)Nc2ncccn2)cc(OCC)c1OCC	-2.2%	21.9%	11.1%	1.2%	42.9	2.3%	-0.8%
CC1CN(Cc2nc3c(c(=O)n(C)c(=O)n3C)n2Cc2cccc(Cl)c2)CC(C)O1 (stereo not given)	3.5%	2.8%	44.7µM*	5.7%	-10.5	-0.1%	u
CCOC(=O)C1=C(CN(CC)Cc2ccccc2)NC(=O)NC1c1ccc(OC(C)C)cc1 (stereo not given)	-2.9%	x	x	7.3%	u	x	7.3%
COC(=O)c1ccc(NC(=O)CSc2nnc(COc3ccc4c(c3)CCCC4)o2)cc1	-2.5%	3.0%	-9.3%	0.6%	7.5	2.1%	1.4%
CCCC(C)C1c2c(c(C)c(C)oc2=O)Oc2c(C)c(C)oc(=O)c21 (stereo not given)	0.5%	-12.9%	3.2%	x	0.0	x	x
COc1ccc(S(=O)(=O)N2CCOC23CCN(S(=O)(=O)c2ccc(Cl)cc2)CC3)cc1	-8.1%	15.3%	-18.2%	-16.3%	-10.2	x	-7.9%
Cc1n[nH]c2ccc([N+](=O)[O-])cc2c1=O	-1.4%	2.1%	x	x	-31.9	x	x
CCCC1C2C(=O)N(c3ccccc3)C(=O)C2ON1c1ccccc1 (stereo not given)	0.5%	-5.4%	-8.0%	3.4%	45.9	1.6%	2.3%
COc1ccc(CC(=O)OCC(=O)N2CCCc3ccccc32)cc1OC	0.5%	-17.0%	2.4%	-2.2%	-9.4	x	3.8%
COc1ccc(C2=CSC3=NCCN23)cc1Br	5.7%	0.9%	x	x	-20.5	x	x
Cc1cc(C)n2nc(C(=O)OCCOc3ccc(F)cc3)nc2n1	10.2%	5.2%	-5.0%	0.0%	17.1	3.7%	1.4%
CCCn1cc(S(=O)(=O)CC(=O)NC2CCCCC2)c2ccccc21	-5.4%	-3.2%	-8.2%	-1.6%	-31.6	-0.5%	-2.5%
NC(=O)c1ccc(OCC2CCCO2)cc1 (stereo not given)	-0.3%	11.9%	-14.2%	1.3%	-7.1	-2.6%	0.0%
COc1ccc(Nc2nc(N)c([N+](=O)[O-])c(NC3CCCCC3)n2)cc1	-3.7%	-26.9%	-29.3%	12.9%	u	-1.8%	1.2%
C=CCn1c(O)c(C(C)=Nc2cc(OC)ccc2OC)c(=O)[nH]c1=O	6.5%	-2.9%	-11.4%	3.0%	45.2	-3.5%	4.9%
CCCNC(=O)CSc1c(CCC)cnc2c1c(=O)n(C)c(=O)n2C	1.1%	x	x	-1.0%	-3.2	x	1.2%

Ordered by molar mass (rising): some entries from above.
SMILES	TbPYK inhibitor	AMA1-RON2 inh	AmpC inh no detg	Sm TGR block	HCMV antiviral	LmPK inh	AmpC inh detg
Cc1n[nH]c2ccc([N+](=O)[O-])cc2c1=O	-1.4%	2.1%	x	x	-31.9	x	x
CCOc1cc(OCC)nc(S(C)(=O)=O)n1	-1.4%	4.3%	-2.5%	5.2%	6.9	1.2%	-2.4%
CC1CN(Cc2nc3c(c(=O)n(C)c(=O)n3C)n2Cc2cccc(Cl)c2)CC(C)O1 (stereo not given)	3.5%	2.8%	44.7µM*	5.7%	-10.5	-0.1%	u

Following part
SMILES	TbPYK inhibitor	AMA1-RON2 inh	AmpC inh no detg	Sm TGR block	HCMV antiviral	LmPK inh	AmpC inh detg
CCOC(=O)c1cnc(SC)nc1NCCOC	4.4%	16.7%	-13.8%	x	2.4	2.1%	0.9%
O=C(CCn1c(=S)oc2ccccc21)NCCC1=CCCCC1	6.5%	0.0%	-22.8%	7.3%	-35.1	0.9%	-8.4%
O=C(Nc1ccccn1)C12CC3CC(CC(C3)C1)C2	1.5%	-4.4%	-11.0%	20.0%	-21.9	1.4%	1.8%
CS(=O)(=O)N(CC(=O)Nc1ccccc1C(=O)N1CCOCC1)c1ccc(F)c(Cl)c1	-8.0%	-3.0%	29.3%	-3.1%	-8.5	-1.5%	0.7%
CCc1ccc(NC(=O)CSc2nc3[nH]ncc3c(=O)[nH]2)cc1	4.3%	7.9%	0.8%	7.8%	-35.0	2.4%	6.3%
Cc1ccc(NC(=O)NC(C)c2c(-n3cccc3)sc(C)c2C)cc1F (stereo not given)	-10.7%	x	x	1.0%	u	x	-2.7%
Cc1ccc(S(=O)(=O)C(NC(=O)c2ccccc2)=C(Cl)Cl)cc1	-8.3%	6.2%	x	x	-74.4*	x	x
Cc1ccc(-c2nnc(SCC(=O)n3c4c(c5ccccc53)CCCC4)o2)cc1	x	x	-30.3%	-18.1%	x	-0.9%	0.7%
Clc1ccc(CCNc2ncnc3c2c(-c2ccccc2)cn3-c2ccccc2)cc1	-3.2%	x	x	9.6%	-19.3	x	6.0%
O=C1CC(NC(=O)C(F)(F)F)=NN1c1ccccc1	-2.9%	-3.1%	-50.0%	14.0%	-37.8	5.2%	-4.0%
COc1cccc(NC(=O)Cn2c(=O)n(CCCCC(=O)NCc3ccccc3Cl)c(=O)c3ccccc32)c1	-3.7%	x	x	-1.1%	-12.9	x	22.9%
Cc1cc(NC(=O)c2c([N+](=O)[O-])cnn2C)no1	-2.7%	0.2%	13.3%	-2.2%	-26.8	1.0%	-4.5%
CCCNc1c(NS(=O)(=O)c2ccc(C)c(C)c2)c(=O)oc2ccccc12	5.2%	-5.1%	-30.1%	-0.9%	-17.9	-3.4%	0.8%
COc1ccc(OC)c(NCc2cccn2-c2nnc(N3CCCCC3)s2)c1	-17.7%	x	x	-15.2%	u	x	4.7%

Screening results from PubChem BioAssay.
